Screens as filed in PubChem BioAssay.
N370S GC: qHTS Assay for Inhibitors and Activators of N370S glucocerebrosidase as a Potential Chaperone Treatment of Gaucher Disease. N370S GC spleen homogenate, 4MU-glucoside fluorescence. Potency, µM (highest dose often 59.4 µM), for the others: at the top dose activity change, negative = inhibition, most hits filed as inhibitors. AID 2101, 2009. 330,000 tested, 0.092% active. Lysosomal acid glucosylceramidase (Homo sapiens), P04062;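 also: 0% = full enzyme activity and -100% = no enzyme basal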
FEN1 inh: qHTS Assay for the Inhibitors of Human Flap endonuclease 1 (FEN1); Potency, µM (titrated, usually from 114 µM), inactives show at the highest dose activity change, negative = inhibition, most hits filed as inhibitors; 390,000 tested, 0.35% active; Recombinant FEN1 flap cleavage, fluorescence, 15 min; also: nearly all actives have a fitted effect of over 65% in size
Target sequence (P39748 whole entry, looked up): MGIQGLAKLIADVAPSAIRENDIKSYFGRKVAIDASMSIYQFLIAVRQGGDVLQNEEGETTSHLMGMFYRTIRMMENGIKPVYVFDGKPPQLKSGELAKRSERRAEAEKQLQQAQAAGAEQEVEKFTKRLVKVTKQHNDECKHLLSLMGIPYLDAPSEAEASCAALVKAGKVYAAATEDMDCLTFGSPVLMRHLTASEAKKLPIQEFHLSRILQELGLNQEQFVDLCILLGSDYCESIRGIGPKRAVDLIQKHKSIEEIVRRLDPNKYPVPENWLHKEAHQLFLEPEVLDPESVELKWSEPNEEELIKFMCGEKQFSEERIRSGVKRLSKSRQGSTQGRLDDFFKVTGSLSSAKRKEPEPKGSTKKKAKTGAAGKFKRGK
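In this screen, 50 nM flap DNA substrate was added to 10 nM FEN1 pretreated with compound for 15 min at room temperature; cleavage was followed with reads at 0 and 15 min, and Hill fitting gave concentration–response parameters.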
KAT2A inh: qHTS Assay for Inhibitors of GCN5L2. GCN5L2 HAT assay, ThioGlo1 CoA-SH fluorescence. 390,000 tested, 0.21% active. Histone acetyltransferase KAT2A (Homo sapiens), Q92830. Potency, µM (doses to about 58.9 µM), for inactives: at the top dose activity change, negative = inhibition, hits mostly inhibitors
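Free CoA generated was detected with ThioGlo1 (50uM) fluorescence at Ex340nm/Em540nm, read immediately and after 20 min at room temperature. Enzyme, 20 nM in HEPES pH 7.5 buffer, saw compounds 15 min before adding 75uM H3(1-25) peptide and 70uM acetyl-CoA.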
* marks the source's active call; other numbers are inactive results; ? = inconclusive; . = no result given; & = joins results of further samples; [ ] = another dose, or the depositor's remark. Calls follow the shape of the dose curve; as a rule, active = well fitted curve in the direction sought with a large enough effect; inconclusive = small, poorly fitted or top-dose-only effect, or another doubt; inactive = no such curve, though single readings can be large; an effect the other way counts as inactive or inconclusive. Unless noted, % is scaled to controls: 0 for no effect and ±100 for the full control effect; potency is read from the fitted curve at half-maximal effect. This is a random part of the collection, and some 0.54% of all compounds hit somewhere here.

canonical_smiles | N370S GC | FEN1 inh | KAT2A inh
CCOC(=O)C1=CNS(=O)(=O)NC1c1ccc(C(=O)OC)cc1 (centres undefined) | . | 2.5% | -6.0%
CCCCCn1c(=O)[nH]c2cc(C(=O)NCCCN(C)Cc3ccccc3)ccc2c1=O | -1.3% | -5.6% | -2.3%
Cc1cccc(C)c1N1CCN(C(=O)N2CCOCC2)CC1 | 20.0% | 5.8% | -6.1%
O=C(CN1CCN(S(=O)(=O)c2ccccc2C(F)(F)F)CC1)NCc1cccs1 | -0.7% | 0.3% | -2.9%
Cc1ccc2c(c1)C(CCN)C(=O)N2Cc1ccccc1 (centres undefined) | ? | -2.3% | -3.2%
O=C(Nc1cccc(-c2cn3cccnc3n2)c1)c1cc(Br)ccc1Cl | . | -11.4% | -1.8%
CCN(CC)CCn1c(=N)n(CC(O)c2ccco2)c2ccccc21 (centres undefined) | 29.4% | -8.4% | -1.7%
O=C(CCN1C(=O)c2ccccc2C1=O)N1CCN(C2c3ccccc3-c3ccccc32)CC1 | -6.8% | 0.5% | 1.6%
Cc1ccc(CN2CC(=O)N3[C@H]4c5cc(C)ccc5OC[C@@H]4[C@H](c4ccccc4)[C@]3(C)C2=O)cc1 | . | -14.0% | -7.0%
CC(=O)N1CCN(c2ccc(NC(=O)c3ccc(N4CCCC4)c([N+](=O)[O-])c3)cc2Cl)CC1 | -22.2% | 8.8% | -4.8%
C/C(N)=C(/C#N)C(=O)CSc1nc(C2CCCCC2)n(-c2ccccc2)n1 | 2.4%[2.35 µM] | -18.9%&9.4% | -16.9%
Cc1nn(C)c(Oc2cccc(Cl)c2)c1C(=O)Nc1ccc(F)cc1F | 12.6% | -6.4% | -4.4%
Cc1nn(C(=O)c2ccccc2F)c(C)c1S(=O)(=O)N1CCOCC1 | . | -6.4% | -16.6%
CCC(=O)N1CCc2cc(S(=O)(=O)NCCc3ccc(S(N)(=O)=O)cc3)ccc21 | 2.0% | -5.0% | -2.1%
Fc1ccc(N2CCN(/C=C/c3nnnn3-c3ccccc3)CC2)cc1 | 10.3% | 10.6% | -7.4%
COc1ccc(C2=NN(C(=O)COC(=O)c3ccc(S(C)(=O)=O)c([N+](=O)[O-])c3)C(c3ccco3)C2)cc1 (centres undefined) | . | -2.2% | -2.4%
Cc1nc2sccn2c(=O)c1S(=O)(=O)NCC(C)c1ccccc1 (centres undefined) | -1.1% | -2.6% | ?
Cc1nnc(SCCn2c(N3CC(C)CC(C)C3)nc3c2c(=O)[nH]c(=O)n3C)s1 (centres undefined) | 1.5% | 1.5% | -0.7%
CN(C)CCNC(=O)Nc1ccc(Cl)c(Cl)c1 | 1.0% | 4.9% | 3.8%
Fc1cccc(NC(=S)Nc2ccc(Br)cc2)c1 | 3.4% | -2.9% | -3.3%
NC(=O)c1ccc(OCC(F)(F)C(F)(F)C(F)(F)C(F)(F)C(F)(F)C(F)F)cc1 | 3.0% | 7.9% | ?
CC(=O)CC(C)(C)S(=O)(=O)c1ccc(NC(C)=O)cc1 | 1.0% | -13.8% | -0.4%
Cc1cccc(N2C(=O)N3[C@H](c4ccc(F)cc4)[C@@H]4C(=O)N(C5CCCCC5)C(=O)[C@@H]4[C@]3(Cc3ccccc3)C2=O)c1 | -3.8% | 10.0% | -7.1%
CCN(CC)C(=O)[C@H]1C[C@H](CC(=O)NCCC2=CCCCC2)C(=O)N2CCc3c([nH]c4ccc(Cl)cc34)[C@]12C | . | ? | -2.6%
Cc1sc2ncnc(NCC(O)c3ccccc3)c2c1C (centres undefined) | -6.1% | 9.8% | 2.2%
COc1ccc(-c2nn(-c3ccccc3)cc2/C=C(\CC(=O)O)c2nc3ccccc3s2)cc1OC | 9.5% | 4.1% | -24.0%
CC1C(=O)C(C)C(c2ccc(Br)cc2)NC1c1ccc(Br)cc1 (centres undefined) | ? | -6.5% | 3.0%
Cc1cc(NC(=O)c2ccc(S(=O)(=O)N3CCc4ccccc43)cc2)no1 | 2.4% | -17.3% | ?
COc1ccc(-c2nn(CCC(=O)O)cc2CCC(=O)O)cc1 | 1.1% | 2.3% | -1.8%
COc1ccc(CCNC(=O)CSC(=O)c2ccccc2)cc1OC | -20.0% | -4.7% | -7.9%
Cc1cc(/C=C2\SC(=S)NC2=O)c(C)n1-c1ccc(O)cc1 | ? | -3.1% | -9.2%
COc1ccc(CCN(C(=O)C(F)(F)F)C(C(=O)NC2CCCC2)c2cccs2)cc1OC (centres undefined) | 6.1% | -5.2% | -4.5%
Cc1cc(NS(=O)(=O)c2ccc(NC(=O)C(C)Oc3ccccc3Cl)cc2)no1 (centres undefined) | -23.3% | 0.4% | 2.0%
CCN1CCN(CCCNC(=O)c2cnn(-c3ccc(C)cc3C)c2C2CCN(C(=O)OC(C)(C)C)CC2)CC1 | . | 3.0% | -1.0%
CCOc1ccc(NC(=O)CN(c2ccccc2OCC)S(=O)(=O)c2ccccc2)cc1 | . | -3.8% | -8.8%
O=C(O)CCC(=O)Nc1ccccc1C(=O)NCc1ccccc1 | 2.3% | -8.5% | -1.1%
CCOc1ccc(OCC)c(NC(=O)CN(C)S(=O)(=O)c2ccc3[nH]c(=O)oc3c2)c1 | . | -1.1% | 1.0%
COc1cccc(NC(=O)COc2ccc(S(=O)(=O)NC(C)C)cc2)c1 | -4.7% | -12.7% | 0.3%
CCC1=NN2C(=N)/C(=C\c3cccn3-c3ccc(Br)cc3)C(=O)N=C2S1 | 5.7% | 15.8µM* | -0.5%
Cc1noc(C)c1NC(=O)Nc1ccc2c(c1)CC(=O)N([C@H](C)CO)C[C@@H](C)[C@H](CN(C)CC1CCCCC1)O2 | . | -18.0% | 2.0%
CC1(C)SC(=S)N(/N=C/c2cccnc2)C1N(O)C(=O)NC1CCCCC1 (centres undefined) | -1.9% | 2.1% | -4.4%
COc1ccc(/C=C2/CCc3ccccc3C2=O)cc1CN1CCOCC1 | -2.7% | -14.7% | -2.9%
O=C(CN1CCN(c2ccc(O)cc2)CC1)Nc1cc(S(=O)(=O)N2CCOCC2)ccc1Cl | -10.9% | -7.3% | -4.0%
CCOC(=O)c1cc(-c2ccc(/C=C3/C(=O)N(c4ccc(C(=O)O)cc4)N=C3C)o2)ccc1Cl | 2.3% | -21.5% | -0.1%
c1ccc2c(c1)OCC(c1csc3ncnc(N4CCCC4)c13)O2 (centres undefined) | . | 4.9% | -2.6%
CCc1ccc(-c2cc(C)no2)cc1S(=O)(=O)N1CCC(C)CC1 | -2.9% | -29.9% | -12.4%
C[C@@H](CN=[N+]=[N-])CN1CC[C@H](O)CCC1=O | -5.3% | 4.1%&22.5% | ?
CCCCNC(=O)CSc1nc2ccsc2c(=O)n1CCCC(=O)NCCc1ccc(S(N)(=O)=O)cc1 | -1.3% | -0.9% | -4.0%

Brought forward from above: 2 compounds, followed by the next part.
Values in the order – N370S GC, FEN1 inh, KAT2A inh
C[C@@H](CN=[N+]=[N-])CN1CC[C@H](O)CCC1=O
 : -5.3%, 4.1%&22.5%, ?
CCCCNC(=O)CSc1nc2ccsc2c(=O)n1CCCC(=O)NCCc1ccc(S(N)(=O)=O)cc1
 : -1.3%, -0.9%, -4.0%
CCN(CC)C(=O)Oc1cc(=O)n(C)c2ccccc12
 : 11.7%, -3.7%, -5.0%
O=C(CSc1nnc(CNC(=O)c2cccs2)o1)Nc1ccc(F)cc1F
 : -2.8%, -0.6%, 2.6%
COc1ccc(-c2[nH]ncc2N=Nc2ccccc2)cc1
 : 18.7%, -19.5%, -9.3%
Cc1ccc([N+](=O)[O-])cc1NC(=O)CN(C)CCOc1ccccc1
 : -1.3%, -29.8%, -0.6%
COCCN(C(=O)COC(=O)/C=C/c1ccc2c(c1)OCO2)c1c(N)n(Cc2ccccc2)c(=O)[nH]c1=O
 : 3.6%, -11.9%, -1.5%
CC1CCCN(CC(=O)Nc2ccc(S(=O)(=O)N3CCCCCC3)cc2)C1 (centres undefined)
 : -11.4%, -14.5%, 2.7%
COc1ccccc1OCC(=O)Nc1c(C(=O)c2ccc(F)cc2)oc2ccccc12
 : ., -6.3%, -3.9%
O=S(=O)(c1cccc(Cl)c1)c1nnn2c1nc(NC1CCCCCC1)c1sccc12
 : ., 7.9%, -2.7%
CSc1ccc(CN(C)C(=O)c2cc(=O)c3ccccc3o2)cc1
 : -1.8%, -0.6%, -2.3%
COc1cc(/C=N/NC(=O)c2cccnc2)ccc1OC(=O)c1ccc([N+](=O)[O-])cc1
 : -13.3%, -9.0%, -9.9%
COC(=O)c1cc(C)[nH]c2c(C)cc3nc4ccccc4c3c12
 : 9.4%, ?, -18.3%
CCOC(=O)c1c(C)oc2nc(C)nc(N(CC(C)C)CC(C)C)c12
 : ., -18.0%, 6.3%
CN1C(=O)N(c2nnc(C(C)(C)C)s2)C(=O)C1c1ccccc1 (centres undefined)
 : -3.5%, 14.3%, -1.6%
O=C(CN1CCN(Cc2ccccc2Cl)CC1)N/N=C/c1ccccn1
 : 12.9%, 2.3%, -4.2%
COCCCNC(=O)/C(C#N)=C/c1c(N2CCN(C)CC2)nc2c(C)cccn2c1=O
 : ?, -5.4%, 0.3%
Cc1nc(SCC(=O)Nc2cc(C)on2)c2c3c(sc2n1)CCCC3
 : 12.7%, -4.5%, -4.5%
CS(=O)(=O)N1N=C(c2cccs2)CC1c1ccc(F)cc1 (centres undefined)
 : -15.0%, 16.0%, -4.8%
COc1ccc(OCC(=O)Nc2ccc3c(c2)nc(CCN2CCCCC2)n3C)cc1
 : -6.3%, 13.5%, 1.1%
CCc1ccc(NC(=O)C2CCCN(c3nnc(C)c4c(C)n(-c5ccccc5)nc34)C2)cc1 (centres undefined)
 : ., 1.1%, 0.4%
COC(=O)c1ccccc1OCCCCN1CC(C)OC(C)C1 (centres undefined)
 : 2.3%, 8.6%, -2.1%
COC(=O)c1nnn(-c2ccsc2C(=O)OC)c1C(=O)OC
 : -4.3%, 2.2%, -2.3%
Cc1cccc(NC(=O)c2ccc([N+](=O)[O-])s2)c1C
 : 4.1%, 19.1%, 2.8%
O=C(Nc1ccccc1Cc1ccccc1)c1ccc2c(c1)SC1=NS(=O)(=O)CCN12
 : 1.9%, -13.6%, -0.4%
COC(=O)Cc1ccc(NC(=S)N2CCCC(CO)C2)cc1 (centres undefined)
 : 27.3%, 6.4%, -10.2%
CC(C)c1nnc(NC(=O)CCC(=O)NC2CC2)s1
 : -0.6%, -2.8%, -8.0%
O=C(Nc1ccc(F)cc1)Nc1ccc([N+](=O)[O-])cn1
 : -3.9%, 0.3%, 0.4%
C=CCOc1ccc(C2C(C#N)=C(N)N(N(C)C)C3=C2C(=O)CCC3)cc1 (centres undefined)
 : -0.7%, 17.2%, -3.8%
COc1cccc(C(=O)Nc2cc(C)on2)c1OC
 : 4.4%, -2.4%, -2.4%
O=C(C[n+]1ccccc1)N/N=C/c1cc(Br)ccc1O
 : -5.3%, 1.5%, 19.0%

15 successive compounds out of the list so far, quoted:
Values in the order – N370S GC, FEN1 inh, KAT2A inh
COCCCNC(=O)/C(C#N)=C/c1c(N2CCN(C)CC2)nc2c(C)cccn2c1=O
 : ?, -5.4%, 0.3%
Cc1nc(SCC(=O)Nc2cc(C)on2)c2c3c(sc2n1)CCCC3
 : 12.7%, -4.5%, -4.5%
CS(=O)(=O)N1N=C(c2cccs2)CC1c1ccc(F)cc1 (centres undefined)
 : -15.0%, 16.0%, -4.8%
COc1ccc(OCC(=O)Nc2ccc3c(c2)nc(CCN2CCCCC2)n3C)cc1
 : -6.3%, 13.5%, 1.1%
CCc1ccc(NC(=O)C2CCCN(c3nnc(C)c4c(C)n(-c5ccccc5)nc34)C2)cc1 (centres undefined)
 : ., 1.1%, 0.4%
COC(=O)c1ccccc1OCCCCN1CC(C)OC(C)C1 (centres undefined)
 : 2.3%, 8.6%, -2.1%
COC(=O)c1nnn(-c2ccsc2C(=O)OC)c1C(=O)OC
 : -4.3%, 2.2%, -2.3%
Cc1cccc(NC(=O)c2ccc([N+](=O)[O-])s2)c1C
 : 4.1%, 19.1%, 2.8%
O=C(Nc1ccccc1Cc1ccccc1)c1ccc2c(c1)SC1=NS(=O)(=O)CCN12
 : 1.9%, -13.6%, -0.4%
COC(=O)Cc1ccc(NC(=S)N2CCCC(CO)C2)cc1 (centres undefined)
 : 27.3%, 6.4%, -10.2%
CC(C)c1nnc(NC(=O)CCC(=O)NC2CC2)s1
 : -0.6%, -2.8%, -8.0%
O=C(Nc1ccc(F)cc1)Nc1ccc([N+](=O)[O-])cn1
 : -3.9%, 0.3%, 0.4%
C=CCOc1ccc(C2C(C#N)=C(N)N(N(C)C)C3=C2C(=O)CCC3)cc1 (centres undefined)
 : -0.7%, 17.2%, -3.8%
COc1cccc(C(=O)Nc2cc(C)on2)c1OC
 : 4.4%, -2.4%, -2.4%
O=C(C[n+]1ccccc1)N/N=C/c1cc(Br)ccc1O
 : -5.3%, 1.5%, 19.0%
